HepG2 viability – qHTS for Inhibitors of TGF-b: Cytotox Counterscreen; HepG2 CAGA-GFP viability, ATP luminescence, 18 h; Potency, µM (top dose mostly 46.1 µM), for inactives: at the highest dose activity change, negative = cytotoxicity, actives largely listed as cytotoxic; 410,000 tested, 0.76% active; AID 588856, 2011; note: potency is the fitted concentration of half-maximal effect; some results filed as inactive show a strong effect at the top dose
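CellTiter-Glo luminescence gave cytotoxicity after 18 hours at 37 degrees C. The cells were HepG2 CAGA-GFP in 1% FBS DMEM, stimulated with 500 pg/mL TGF-beta after compound addition. %Activity was normalised to no-cell wells (complete cell-killing) and DMSO (no toxicity), and curves were fitted and classified.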
ATXN viability – Viability Counterscreen for Primary qHTS for Inhibitors of ATXN expression; S2 cells (HEK-293 line with an ATXN2-luciferase reporter) viability, CellTiter-Fluor protease fluorescence, 24 h; Potency, µM (titrated, usually from 56.7 µM), actives largely listed as cytotoxic; 400,000 tested, 0.49% active; AID 651635, 2014; note: potency is the fitted concentration of half-maximal effect; nearly all actives have a fitted effect of over 40% in size
ATXN2 expr inh – Primary qHTS for Inhibitors of ATXN expression; HEK-293 ATXN2-luciferase reporter, luminescence, 24 h; Potency, µM (highest dose often 57 µM), for the others: top-dose activity change, negative = inhibition, hits mostly inhibitors; 360,000 tested, 0.72% active; AID 1745845, 2022; note: potency is the fitted concentration of half-maximal effect; % is set by controls: 0 for no effect and ±100 for the full control effect; nearly all actives have a fitted effect of over 55% in size
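ATXN2-luciferase reporter cells (luciferase flanked by upstream and downstream ATXN2 gene portions) were treated 24 h at 37 °C with compounds at up to 57 uM. SteadyGlo luminescence gave expression; GF-AFC fluorescence gave viability.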
MCF10A rereplic – A quantitative high throughput screen for small molecules that induce DNA re-replication in MCF 10a normal breast cells; MCF 10A DNA re-replication, Hoechst nuclear intensity, 48 h; Potency, µM (titrated, usually from 46.1 µM), inactives show at the highest dose activity, positive = re-replication, most hits filed as activators; 350,000 tested, 2.9% active; AID 624296, 2012; note: potency is the fitted concentration of half-maximal effect; % of control where 0% means no effect; nearly all actives have a fitted effect of over 50% in size
Nrf2 block – Nrf2 qHTS screen for inhibitors. A549 ARE-Fluc reporter, luciferase luminescence, 18-24 h. Potency, µM (top dose mostly 46 µM), without a hit: at the top dose activity change, negative = inhibition, most hits filed as inhibitors. 360,000 tested, 2.1% active. AID 504444, 2011; note: potency is the fitted concentration of half-maximal effect; % is set by controls: 0 for no effect and ±100 for the full control effect; nearly all actives have a fitted effect of over 60% in size
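In this cell-based qHTS, ARE-driven firefly luciferase in A549 cells reports Nrf2 activity; the luminescent signal after BugLite lysis is the measured value, with a prior CellTiter-Fluor read for cell health.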
A549 viability – Nrf2 qHTS screen for inhibitors: counterscreen for cytotoxicity; AID 504648, 2011; Potency, µM (top dose mostly 46 µM), without a hit: at the top dose activity change, negative = cytotoxicity, most hits filed as inhibitors; A549 ARE-Fluc cells, CellTiter-Fluor viability, 18-24 h; 390,000 tested, 0.16% active; note: potency is the fitted concentration of half-maximal effect; % is set by controls: 0 for no effect and ±100 for the full control effect
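A549 ARE-Fluc cells in 5% FBS OPTI-MEM, 5000 cells/well, rested 2 h then exposed to compounds in concentration-response for 18-24 h at 37 °C. Viability by CellTiter-Fluor fluorescence (Ex 405/Em 525) after 30 min; luciferase luminescence (BugLite, 15 min, RT) read afterwards.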
IL-1B inflam inh – qHTS for Inhibitors of Inflammasome Signaling: IL-1-beta AlphaLISA Primary Screen; 360,000 tested, 4.7% active; THP-1 LPS/ATP IL-1B secretion, AlphaLISA, 16 h; hits give low values; activity change, % at 57.5 µM; in the data active = activity change below about -50%; inconclusive = mostly about -30% to -49%; note: % is set by controls: 0 for no effect and ±100 for the full control effect
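THP-1 cells pretreated 1 hr with compounds (up to 57.5 uM final), then stimulated with LPS (250 ng/mL final) plus ATP (1.25 mM final); secreted IL-1B measured by AlphaLISA after 16 hr, decreased signal indicating inhibition.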
TGFb inhibitor – qHTS for Inhibitors of TGF-b. AID 588855, 2011. 410,000 tested, 1.2% active. HepG2 CAGA-GFP TGF-b/SMAD3 reporter, GFP fluorescence, 18 h; TGF-beta stimulated, 500 pg/mL final. Potency, µM (titrated, usually from 46.1 µM), for inactives: at the highest dose activity, negative = inhibition, actives largely listed as inhibitors; note: potency is the fitted concentration of half-maximal effect; % is set by controls: 0 for no effect and ±100 for the full control effect; nearly all actives have a fitted effect of over 65% in size
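First, reporter cells (HEPG2 CAGA-GFP) rested 2 h at 37 degrees C. Next, compounds were pinned in and TGF-beta added to 500 pg/mL final. After 18 h, GFP was imaged per cell and summed per well.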
Nrf2 activator – qHTS of Nrf2 Activators; AREc32 ARE-luciferase reporter (MCF7-derived line), luminescence, 24 h; Potency, µM (series often up to 46.1 µM), for inactives: top-dose activation, hits mostly activators; 410,000 tested, 0.31% active; AID 624171, 2012; note: potency is the fitted concentration of half-maximal effect; % of control where 0% means no effect; nearly all actives have a fitted effect of over 65% in size
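Luciferase luminescence (Steady-Glo, 30 min at room temperature) served as the read-out of ARE activation in AREc32 cells treated with compounds for 24 hr at 37 deg C.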
* marks the source's active call; other numbers are inactive results; i = inactive; ? = inconclusive; / = not tested or not shown; & = joins results of further samples; [ ] = another dose, or the depositor's remark. Unless noted, calls come from the whole dose curve; as a rule, active = well fitted curve in the direction sought with a large enough effect; inconclusive = small, poorly fitted or top-dose-only effect, or another doubt; inactive = no such curve, though single readings can be large; an effect the other way counts as inactive or inconclusive.

1: Cc1ccc(Cn2cc(CCC(=O)NCc3ccc(OC(C)C)cc3)c3ccccc32)cc1
2: CC(=O)c1cc(F)c(N2CCOCC2)cc1C
3: Cc1ccc2[nH]c3c(N4CCOCC4)ncnc3c2c1
4: CSc1ccc(S(=O)(=O)NC2CC2)cc1
5: COc1cc2c(=O)n(CCC(=O)NCC3CCCO3)c(=O)n(CC(=O)Nc3ccc(C)cc3C)c2cc1OC (stereo not given)
6: CCOc1ccc(-n2c(=O)c3c(C)c(C)sc3n(CC(=O)NCCc3ccccc3)c2=O)cc1
7: CCNc1nc(SCC(N)=O)nc2sc3c(c12)CCN(C)C3
8: O=C(C1COc2ccccc2O1)N1CCN(Cc2ccc(Br)cc2F)CC1 (stereo not given)

Assay by compound	1	2	3	4	5	6	7	8
ATXN2 expr inh	/	4%	-25%	/	11%&5%	4%	-6%	-22%
TGFb inhibitor	-20%	3%	-6%	0%	4%&-24%	1%	10%	-27%
ATXN viability	/	i	i	i	?	?	/	i
Nrf2 activator	-1.0%	0.3%	6.7%	-0.8%	0.2%&-1.2%	0.2%	-0.5%	-0.4%
A549 viability	2%	-2%	-22%	-1%	-5%&-15%	-1%	-1%	-10%
MCF10A rereplic	/	-2%	10%	0%	?	/	-3%	21%
IL-1B inflam inh	/	-2	-20	1	12	/	30	-63*
Nrf2 block	-1%	2%	?	-26%	?	10%	8%	?
HepG2 viability	-28%	-10%	-77%	3%	1%&-14%	-3%	-1%	-27%

Four structures out of the list, ordered by number of heavy atoms, ascending.
4: CSc1ccc(S(=O)(=O)NC2CC2)cc1
2: CC(=O)c1cc(F)c(N2CCOCC2)cc1C
3: Cc1ccc2[nH]c3c(N4CCOCC4)ncnc3c2c1
6: CCOc1ccc(-n2c(=O)c3c(C)c(C)sc3n(CC(=O)NCCc3ccccc3)c2=O)cc1

Assay by compound	4	2	3	6
ATXN2 expr inh	/	4%	-25%	4%
TGFb inhibitor	0%	3%	-6%	1%
ATXN viability	i	i	i	?
Nrf2 activator	-0.8%	0.3%	6.7%	0.2%
A549 viability	-1%	-2%	-22%	-1%
MCF10A rereplic	0%	-2%	10%	/
IL-1B inflam inh	1	-2	-20	/
Nrf2 block	-26%	2%	?	10%
HepG2 viability	3%	-10%	-77%	-3%

Next results.
9: COc1cc(/C=C2/SC(=S)N(c3ccccc3)C2=O)ccc1Oc1nc(N2CCOCC2)nc(N2CCOCC2)n1
10: O=C(CSc1nnc(CNC(=O)c2cccc(F)c2)n1-c1ccccc1)Nc1ccccc1F
11: Fc1ccc(-n2nnc(-c3cnc4ccccc4c3)n2)cc1
12: CCCCOc1ccc(C(O)(CCC)CCN2CCOCC2)cc1 (stereo not given)
13: CCCOc1cccc(C(=O)N/N=C/c2coc3ccccc3c2=O)c1
14: C=C(C)Cn1c(SCCCO)nc2c1c(=O)[nH]c(=O)n2C
15: CCc1ccc(NC(=O)N(CCCOC(C)C)C2CCN(C(C)=O)CC2)cc1
16: CCN(CCCNC(=O)C1CCN(S(=O)(=O)CC)CC1)c1cccc(C)c1

Assay by compound	9	10	11	12	13	14	15	16
ATXN2 expr inh	6%	4%	-5%	-17%	14%	4%	0%	-4%
TGFb inhibitor	-17%	?	0%	?	7%	-1%	?	7%
ATXN viability	i	i	i	i	i	i	i	i
Nrf2 activator	2.2%	-1.1%	5.2%	-0.3%[9.22 µM]	0.3%	1.2%	-0.4%	-0.2%
A549 viability	4%	-2%	2%	6%	2%	8%	0%	0%
MCF10A rereplic	10%	/	14%	?	-1%	-5%	12%	-5%
IL-1B inflam inh	18	/	10	0	-14	12	-13	0
Nrf2 block	-7%	4%	?	-23%	-13%	12%	2%	?
HepG2 viability	-22%	-42%	1%	-25%	-32%	-2%	-19%	-15%

17: O=[N+]([O-])c1cccc(/C=N/N2CCN(Cc3ccccc3)CC2)c1
18: Cc1oc(-c2ccccc2Cl)nc1CS(=O)CC(=O)NCCCN1CC(C)CC(C)C1 (stereo not given)
19: O=C(CSc1nccn1-c1ccccc1)c1ccc(Cl)cc1
20: Cc1[nH]c2c(ccc3cccnc32)c1C
21: COc1ccc2c(c1)C(=O)C1NC(=O)NC(=O)C1(Br)N2 (stereo not given)
22: COc1cc(/C=C2/C(=O)ON=C2C)cc(Cl)c1O
23: COc1cccc(C(=O)Nc2ccc3ccccc3c2)c1
24: Cc1ccc(/C=N/n2c(-c3cccnc3)n[nH]c2=S)s1

Assay by compound	17	18	19	20	21	22	23	24
ATXN2 expr inh	38%	4%	36%	4%	-4%	81%[activator]	51%[activator]	-4%
TGFb inhibitor	3%	-17%	-2%	5%	6%	-1%	1%	-20%
ATXN viability	i	i	i	i	i	i	i	i
Nrf2 activator	3.5%	-0.7%	2.8%	3.3%	0.1%	0.0%	0.3%	1.9%
A549 viability	-7%	-6%	6%	-5%	-1%	-4%	2%	0%
MCF10A rereplic	4%	4%	8%	4%	5%	14%	0%	3%
IL-1B inflam inh	-25	?	-16	/	18	3	?	-54*
Nrf2 block	?	2%	/	-8%	0%	7%	?	-22%
HepG2 viability	0%	-14%	1%	-14%	8%	-6%	1%	4%

25: CC(C)(C)c1ccc(S(=O)(=O)N2CCC(Oc3ccc(-n4cnnn4)cc3)CC2)cc1
26: C=CCNC(=O)COC(=O)C1CCN(S(=O)(=O)c2ccc3c(c2)OCCO3)CC1
27: Cc1cccc2cc(CN(Cc3ccc4c(c3)OCO4)Cc3nnnn3C3CCCC3)c(=O)[nH]c12
28: Cc1cccc(C)c1-n1nnnc1C(c1ccnc2ccccc12)N1CCCC1 (stereo not given)
29: O=C(CSc1ccc(-c2ccccn2)nn1)NCc1ccccc1
30: Nc1nonc1-n1nnc(C(=O)N/N=C/c2ccc3c(c2)OCO3)c1-c1ccccc1
31: OC1CCCN(Cc2cn(Cc3ccccc3)nc2-c2cc3ccccc3o2)C1 (stereo not given)
32: Cc1nn(-c2ccccc2)c(Cl)c1C(=O)NCc1cccs1

Assay by compound	25	26	27	28	29	30	31	32
ATXN2 expr inh	/	-3%	-25%	-12%	/	-3%	-28%	7%
TGFb inhibitor	0%	-9%	2%	/	21%	4%	-2%	-10%
ATXN viability	/	i	i	i	i	i	?	i
Nrf2 activator	0.5%	-0.1%	-0.2%	2.5%	0.6%	-0.2%	2.9%	2.5%
A549 viability	1%	2%	-1%	/	0%	-1%	-11%	4%
MCF10A rereplic	/	1%	-5%	/	4%	0%	4%	16%
IL-1B inflam inh	/	i	-55*	1	0	-14	?	-28
Nrf2 block	10%	6%	-27%	/	0%	?	3%	-6%
HepG2 viability	-2%	0%	-33%	/	-1%	-5%	-10%	-1%

33: OC(CNC1CCCC1)COc1ccc(F)cc1 (stereo not given)
34: CCn1c(CC2C(=O)Nc3ccccc32)nc2ccccc2c1=O (stereo not given)
35: CC(O)C(C(=O)OCc1ccc([N+](=O)[O-])cc1)N1C(=O)c2ccccc2C1=O (stereo not given)
36: c1ccc(-c2cncnc2)nc1
37: CC(C)(C)c1ccc(Oc2ccc(NC(=O)CCC(=O)OCC(=O)c3ccccc3)cc2)cc1
38: CCC(C)NC(=O)Nc1ccc(F)c(Cl)c1 (stereo not given)
39: COc1ccc(N(C(=O)Cc2cccs2)C(C(=O)NC2CCCC2)c2ccncc2)cc1OC (stereo not given)
40: Cc1ccc(NCC(=O)c2ccccc2)cc1Cl

Assay by compound	33	34	35	36	37	38	39	40
ATXN2 expr inh	/	-9%	-6%	7%	-2%	-1%[11.3 µM]	-7%	34%
TGFb inhibitor	9%	0%	6%	0%	?	19%	18%	-4%
ATXN viability	i	?	i	i	?	i	i	i
Nrf2 activator	0.2%	9.6%	2.4%	-0.5%	8.7%	2.5%	0.2%	2.2%
A549 viability	-6%	-2%	-8%	0%	-2%	-1%	-7%	12%
MCF10A rereplic	1%	/	-1%	1%	/	-2%	-2%	15%
IL-1B inflam inh	1	/	20	24	/	-2	-7	?
Nrf2 block	7%	-16%	-30%	-6%	?	-26%	-35%	?
HepG2 viability	-2%	6%	26%	-4%	-55%	6%	0%	-16%

41: CCC(Sc1ncccc1C(=O)O)C(=O)N1CCCC1 (stereo not given)
42: CSCC[C@H](NC(=O)OC(C)(C)C)C(=O)N1CCC(C(=O)N[C@@H](Cc2c[nH]c3ccccc23)C(=O)O)CC1
43: O=C(NCc1ccccc1)c1cc(C2CCCN(C(=O)c3ccc4c(c3)CCO4)C2)on1 (stereo not given)
44: CCn1c(C)[n+](CC)c2ccc(S(=O)(=O)NC)cc21
45: O=C1CC(c2nnc(Cc3ccc(F)cc3)o2)CN1c1ccccc1 (stereo not given)
46: CC(C)N(C)Cc1nnnn1CC(=O)NCCc1cccc(C(F)(F)F)c1
47: CCn1ccc(C(=O)NC2=NCCS2)n1
48: N#CC1=C(N)OC2=C(C(=O)CC(c3ccccc3)C2)C1c1cccnc1 (stereo not given)

Assay by compound	41	42	43	44	45	46	47	48
ATXN2 expr inh	1%	4%	-21%	-29%	3%	-4%	27%	15%
TGFb inhibitor	-27%	-7%	-4%	-20%	4%	?	0%	-11%
ATXN viability	i	i	?	i	i	i	i	i
Nrf2 activator	0.2%	-0.5%	0.2%	0.3%	1.7%	0.1%	0.1%	18%
A549 viability	1%	3%	/	-20%	1%	3%	-4%	1%
MCF10A rereplic	-7%	?	/	-1%	/	8%	-67%[inhibitor]	1%
IL-1B inflam inh	1	8	-8	26	/	2	0	-22
Nrf2 block	/	3%	/	4%	0%	1%	7%	-18%
HepG2 viability	-15%	8%	-16%	1%	2%	2%	-3%	28%

Screening results from PubChem BioAssay.
